Bioassay records (PubChem BioAssay)
Wnt bcat act: Wnt/beta-catenin pathway activators, primary screen, cell-based, plate reader, single point; AID 743398, 2014; 300,000 compounds, 1.2% hits; activation, % at 9.35 µM; Wnt/beta-catenin reporter cell assay, activator; in the data active = activation above about 30%, passing the limit was not always enough;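 also: 0% = neutral control wells and 100% = positive control wells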
LANA DNA inh: inhibitors of KSHV C-LANA binding to DNA, primary screen, biochemical, fluorescence polarization, FAM-LBS DNA, MBP-C-LANA, single point; AID 504423, 2011; 340,000 compounds, 0.078% hits; inhibition, % at 9 µM;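 active = highest replicate inhibition at or above 60% at 9 µM, even if other replicates fall short; inactive = all replicates below 60% inhibition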;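 also: 0% = neutral control wells and 100% = 4 µM acridine orange control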
MOR-DOR ag: agonists of OPRM1-OPRD1 heterodimerization, primary screen, cell-based, luminescence. 340,000 compounds, 0.3% hits. Mu-type opioid receptor (Homo sapiens) + Delta-type opioid receptor (Homo sapiens), …. AID 504326, 2011. activation, % at 9.3 µM. cells; in the data active = activation above about 18%;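 also: 0% = vehicle-treated cells and 100% = reference agonist; values of inactives mirror those of a sister screen read the other way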
V-ATPase pHluor: regulators of yeast V-ATPase proton pumping, primary screen, pHLuorin cytosolic pH fluorescence; 350,000 compounds, 0.37% hits; response, % at 10 µM; S. cerevisiae; in the data active = response mostly above about 7.3%, no sharp cut-off; inactive = mostly below about 5.4%; also: actives read high; inactives centre near 0; some compounds called inactive have numbers as strong as hits; reference of the scale not given here
DSG3 Ab inh: inhibitors of pemphigus antibody binding to DSG3, primary screen, biochemical, bead-based, flow cytometry, scFv-GFP; Desmoglein-3 (Homo sapiens), P32926; DSG3-coupled beads, scFv-anti-DSG3-GFP binding; active compounds read low; binding (percent of control), % at 10 µM; 310,000 compounds, 0.48% hits;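 active = binding more than 3 SD below its plate's average and above zero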;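 also: hits lower antibody fragment binding to DSG3; some compounds called inactive have numbers as strong as hits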
Target sequence (P32926 whole entry, looked up, the tested form may be a part): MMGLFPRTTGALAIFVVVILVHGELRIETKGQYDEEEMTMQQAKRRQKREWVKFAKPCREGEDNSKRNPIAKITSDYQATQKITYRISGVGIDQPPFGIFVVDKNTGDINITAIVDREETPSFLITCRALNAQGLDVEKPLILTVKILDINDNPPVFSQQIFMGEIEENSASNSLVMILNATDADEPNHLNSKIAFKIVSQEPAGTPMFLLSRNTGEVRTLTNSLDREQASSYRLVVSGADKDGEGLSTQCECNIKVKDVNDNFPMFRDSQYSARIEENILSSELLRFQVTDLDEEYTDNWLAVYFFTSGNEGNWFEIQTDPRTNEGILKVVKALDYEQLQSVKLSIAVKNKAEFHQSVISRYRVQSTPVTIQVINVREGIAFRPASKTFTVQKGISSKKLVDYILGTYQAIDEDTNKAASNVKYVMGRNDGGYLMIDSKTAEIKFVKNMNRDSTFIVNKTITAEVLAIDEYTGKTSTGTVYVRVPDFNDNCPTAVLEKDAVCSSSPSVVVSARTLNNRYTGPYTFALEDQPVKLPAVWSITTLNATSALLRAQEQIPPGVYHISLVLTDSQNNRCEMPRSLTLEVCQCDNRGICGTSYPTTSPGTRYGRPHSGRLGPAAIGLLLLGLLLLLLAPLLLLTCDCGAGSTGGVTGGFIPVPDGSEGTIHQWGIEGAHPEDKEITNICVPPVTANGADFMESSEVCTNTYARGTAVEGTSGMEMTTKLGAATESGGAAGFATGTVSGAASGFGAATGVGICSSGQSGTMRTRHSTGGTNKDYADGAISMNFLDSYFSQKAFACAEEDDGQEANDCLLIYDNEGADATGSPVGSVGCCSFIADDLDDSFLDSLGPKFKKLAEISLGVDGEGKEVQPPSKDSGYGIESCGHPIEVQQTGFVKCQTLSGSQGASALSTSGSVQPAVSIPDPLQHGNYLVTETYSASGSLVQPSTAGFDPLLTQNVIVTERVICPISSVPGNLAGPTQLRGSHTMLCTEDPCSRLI
OPRM1-OPRD1 inv: inverse agonists of MOR-DOR heterodimerization, primary screen, cell-based, luminescence | cell-based MOR-DOR heterodimer luminescence, inverse agonism | inhibition, % at 9.3 µM | 340,000 compounds, 0.21% hits; in the data active = inhibition above about 22%, passing the limit was not always enough;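 also: 0% = cells with DMSO and 100% = wells without cells with DMSO; values of inactives mirror those of a sister screen read the other way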
Arrestin-AP2 inh: inhibitors of beta-arrestin/AP2 binding, primary screen, biochemical, GPCR trafficking, flow cytometry; beta-arrestin 1 C-terminal peptide binding to AP2 beta2-adaptin appendage (human); FITC-arrestin peptide / GST-AP2 beads; AP2 beta2 appendage carries R879A mutation; inhibition, % at 10 µM; 340,000 compounds, 0.31% hits; AID 504490, 2011;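 active = inhibition above a set limit, near 3 SD of compounds lacking own fluorescence, cut at about 54% in these data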;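 also: plate controls were DMSO wells for no effect and 5 µM unlabelled arrestin peptide for full effect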
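Measured by: flow cytometry, FL1 (488/535 nm); Material: AP2 appendage R879A on GSH beads; Evaluation: percent response; Timing: pre-incubation 12 min, peptide binding 1 h, room temperature; Also added: 50 nM FITC-arrestin peptide; Medium: PBS with 0.05% Tween 20 and 0.1% BSA.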
RTF Ca sens act: cardiac RTF calcium sensitivity activators, primary screen, biochemical, IANBD-TnC fluorescence, EC20 calcium; activation, % at 7.2 µM; IANBD-labeled TnC RTF fluorescence at EC20 calcium; 0% EC20 calcium, 100% full calcium; AID 493008, 2010; 340,000 compounds, 0.24% hits;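 active = activation above the mean over all tested compounds plus 3 SD, cut at about 30% in these data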;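 also: rise in fluorescence read as greater calcium sensitivity of cardiac thin filaments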
Cardiac RTF inh: cardiac RTF calcium sensitivity inhibitors, primary screen, biochemical, IANBD-TnC fluorescence, EC70 calcium; AID 493244, 2011; IANBD-labeled cardiac RTF, Ca2+ fluorescence; 340,000 compounds, 0.12% hits; inhibition, % at 7.15 µM; Troponin I, cardiac muscle (Homo sapiens) + Troponin T, cardiac muscle (Homo sapiens) + …;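 active = inhibition above the mean inhibition of all tested compounds plus 3 SD, cut at about 17% in these data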;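 also: assay run at fixed EC70 calcium of 1.6 mM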
Keap1-Nrf2 PPI: Keap1-Nrf2 protein-protein interaction inhibitors, primary screen, biochemical, fluorescence polarization, single point; Keap1 Kelch-Nrf2 peptide fluorescence polarization, 1536-well; 340,000 compounds, 0.15% hits; inhibition, % at 9.4 µM; Kelch-like ECH-associated protein 1 (Homo sapiens), Q14145; in the data active = inhibition above about 12%;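 also: human Keap1 Kelch domain with fluorescein labeled Nrf2 9mer peptide probe; 0% = neutral control wells and 100% = peptide positive control; higher means more block of Keap1 binding to Nrf2 peptide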
Starred values were filed as active, the others as inactive; nt = not tested or not shown. This is a random part of the collection, and some 3.1% of all compounds hit somewhere here.

Keap1-Nrf2 PPI	MOR-DOR ag	Wnt bcat act	DSG3 Ab inh	RTF Ca sens act	Arrestin-AP2 inh	Cardiac RTF inh	V-ATPase pHluor	LANA DNA inh	OPRM1-OPRD1 inv	SMILES
0	1.2	nt	103	-5	5	-5	0	1.6	-6	Cc1ccc(-c2nnn(Cc3nc(N)nc(N4CCOCC4)n3)n2)cc1
1	0.1	-3	nt	-5	25	-4	-3	1.7	0	COC(=O)c1ccccc1NC(=O)C12CC3CC(C1)CC(n1cnc(Cl)n1)(C3)C2
-1	-0.6	-1	102	4	-7	-8	-1	1.8	3	CC1CCCCN1C(=O)CNCC1CCCO1 (centres undefined)
-7	-1.2	nt	102	-14	4	-8	2	-0.9	7	CCOC(=O)c1cc(C(C)(C)C)oc1CNC(=O)c1c(C)oc2c1CCCC2
-9	-0.1	4	91	1	-4	0	-1	-1.2	0	COc1cccc(NC2c3ccccc3C(=O)N2Cc2ccccc2Cl)c1 (centres undefined)
-2	-0.7	-1	104	2	14	-12	1	0.7	4	CCNC(=S)NNC(=O)c1cc(Br)cs1
1	-1.2	-3	109	7	19	1	5	-0.3	7	COc1ccc(C(=O)Nc2ccc(C(=O)NCCc3ccc(OC)c(OC)c3)cc2)cc1
-3	3.9	0	103	-3	30	-1	-6	0.7	-21	O=C(Nc1ccc2c(c1)CN(Cc1ccc(CO)o1)CC2)c1ccc(C(F)(F)F)cc1
1	-3.8	-5	89	2	11	-10	1	-1.6	19	Cc1cc(OC(=O)c2ccc(S(=O)(=O)N3CCOCC3)cc2)c([N+](=O)[O-])c(=O)[nH]1
-1	-2.6	-2	nt	1	4	-9	-2	0.0	14	CC(C)c1ccc(NC2CCCN(C(=O)c3cccnc3)C2)cc1 (centres undefined)
1	0.1	0	103	-6	10	-9	-4	-0.2	0	O=C(OCN1C(=O)c2ccccc2C1=O)C1CCCCC1
1	0.0	nt	107	18	28	-28	0	0.6	0	CN(CC(=O)N1CC=C(c2ccccc2)CC1)S(=O)(=O)c1cnc[nH]1
-11	0.0	0	101	5	-6	-8	0	-1.9	0	O=C(NCc1ccco1)c1cccc(S(=O)(=O)N2CCN(Cc3ccccc3)CC2)c1
-3	3.1	-1	98	-3	-12	-6	-2	-1.2	-16	CC(=O)Nc1ccc(S(=O)(=O)N(C#N)c2nc(N(C)C)nc(N(C)C)n2)cc1
-6	1.6	-8	98	3	-12	-7	1	0.8	-8	Cc1ccc(S(=O)(=O)N2CCN(Cc3cc(C(C)(C)C)ccc3O)CC2)cc1
-17	-2.4	-19	70	58*	-40	-104	3	-69	12	CCN1/C(=C\c2ccc3cc(C)ccc3[n+]2CC)Sc2cc(C)c(C)cc21
2	0.4	-2	106	1	5	-2	1	-0.1	-2	COc1ccc(-n2ncc3c2CC(C)(C)CC3NC(=O)CCN2CCCC2=O)cc1 (centres undefined)
-4	0.6	-1	128	-3	3	-9	2	0.1	-3	O=C(c1sc2cc(F)ccc2c1Cl)N1CCN(c2cccc(Cl)c2)CC1
-2	-3.2	25	nt	-3	16	-4	-1	-1.3	13	CC(=O)N1CCN(C(=O)c2ccc(-c3ccccc3Cl)o2)CC1
-2	-1.4	-2	118	0	27	-1	5	1.2	7	CCSc1nc(N)nc2c1ncn2C1OC(CO)C(O)C1O (centres undefined)
-2	8.8	-2	100	-1	1	-15	-1	0.8	-45	CCOP(=O)(OCC)C(NC(=O)Nc1ccc(C)c(Cl)c1)c1ccccc1 (centres undefined)
3	-1.8	nt	99	-5	-1	-2	1	-0.6	10	O=C(COC(=O)CCNS(=O)(=O)c1ccccc1)NNC(=O)c1ccccc1
-1	0.1	-2	97	2	-11	5	4	-0.1	-1	CC(C#N)(NC(=O)CN1CCN(S(=O)(=O)c2ccc(Br)cc2Cl)CC1)C1CC1 (centres undefined)
nt	nt	10	101	nt	-1	nt	0	nt	nt	Cc1cccc2cc(/C=C/C(=O)c3ccco3)c(Cl)nc12
-3	0.1	-4	109	7	16	-3	3	-2.2	0	Cc1ccc(S(=O)(=O)N2CCN(C(=O)CSc3nnc(C)s3)C2)cc1
0	-1.4	-1	103	0	35	-6	-1	-1.4	8	Cc1ccc(S(=O)(=O)c2nc(S(C)(=O)=O)sc2N2CCCCC2C)cc1 (centres undefined)
0	-1.9	2	108	-6	33	2	-3	-0.5	11	COc1ccc(NC(=O)CSc2nccn2Cc2ccc(F)cc2)cc1
-1	0.9	0	103	1	1	-3	3	1.3	-4	O=C(c1cccnc1)N1CCN(S(=O)(=O)c2cccc(Cl)c2)CC1
1	-3.3	0	92	-9	46	-2	-1	-0.3	15	COc1ccc(C2=CSC3=NCCN23)cc1OC
3	-1.1	2	96	-2	22	1	2	0.3	6	Cc1ccccc1NC(=O)C(C)O/N=C/c1cccc([N+](=O)[O-])c1 (centres undefined)
-5	-2.1	2	nt	2	4	-5	-3	0.7	10	COCCn1c(N)c(N(Cc2ccccc2)C(=O)c2ccc(C#N)cc2)c(=O)[nH]c1=O
-5	-1.0	-2	108	6	-2	5	5	-2.5	6	O=C(CSc1n[nH]c(-c2ccncc2)n1)NC1CCS(=O)(=O)C1 (centres undefined)
-4	-2.1	2	114	-3	8	-4	-1	0.9	10	Cc1nc(-c2ccc(C(=O)Nc3cc(S(N)(=O)=O)ccc3C)cc2)cs1
1	-0.1	-1	nt	3	2	-3	0	-0.9	0	c1ccc(CSc2ccc(-c3ccccn3)nn2)cc1
-5	-1.3	-1	119	10	-3	-13	0	1.9	7	OC(CC#CCN1CCCCC1)(c1ccccc1)c1ccccc1
2	-1.6	11	97	-8	5	2	-2	2.3	7	O=c1oc(-c2cccs2)nc2scc(-c3cccs3)c12
-10	-1.6	-1	nt	15	-1	3	-2	0.4	10	O=C(CSC(=S)N1CCCC1)NCCc1ccccc1
-1	0.3	nt	nt	-2	-2	3	2	1.6	-1	N#CCCN1CCN(C(=S)c2ccc(-c3cc(Cl)ccc3Cl)o2)CC1
-1	-3.7	nt	109	-4	29	6	-1	1.0	19	CCCCCn1cnc2c(sc3nc4c(cc32)CSC(C)(C)C4)c1=O
-11	3.0	nt	nt	6	0	-8	-2	1.4	-15	CS(=O)(=O)c1nc([N+](=O)[O-])nn1CCCc1ccccc1
2	-1.6	nt	102	-1	-6	-9	1	-0.2	8	COc1ccc(CCNS(=O)(=O)c2cccc3nsnc23)cc1OC
-3	-1.1	-2	130	7	10	10	2	1.4	6	O=C1N(c2ccccc2)C(c2ccc(Cl)cc2)N2CCCN12 (centres undefined)
-1	4.9	0	101	2	39	-3	4	0.2	-23	CCOC(=O)/C(=N\Nc1cccc(C(F)(F)F)c1)N1CCOCC1
-2	-1.1	0	103	-3	14	6	-1	-0.4	6	Cc1cc(=O)[nH]c(SCC(=O)NCCC2=CCCCC2)n1
3	-1.9	-3	93	4	-16	1	3	2.4	10	Cc1ccc(N=Cc2ccccc2O)cc1Cl
0	-3.2	-3	96	5	1	-3	-2	0.9	15	O=C1N[C@@H](c2ccccc2)COC(=O)[C@H](Cc2ccc(F)cc2)CC/C=C/C[C@H]1CC(=O)N(CCO)Cc1ccccc1
0	-2.4	-1	106	0	37	-10	5	-1.1	13	NC(=O)CCC(=O)N1CCCC(C(=O)c2ccc(C(F)(F)F)cc2)C1 (centres undefined)
2	-0.8	-1	141	0	1	1	-1	0.9	4	CCOCCOC(=O)C1=C(C)NC(=O)NC1c1cc2c(cc1Br)OCO2 (centres undefined)
-1	-1.4	-1	101	-3	-24	-3	4	-0.8	7	CCN1C(=O)/C(=C/N2CCc3ccccc3C2)SC1=S
-1	-0.8	0	103	-1	11	2	2	-1.5	4	O=C(O)CC(NC(=O)C1c2ccccc2Oc2ccccc21)c1ccc(OC2CCCC2)cc1 (centres undefined)

Other records.
Keap1-Nrf2 PPI	MOR-DOR ag	Wnt bcat act	DSG3 Ab inh	RTF Ca sens act	Arrestin-AP2 inh	Cardiac RTF inh	V-ATPase pHluor	LANA DNA inh	OPRM1-OPRD1 inv	SMILES
0	-4.1	-2	nt	-5	-17	6	5	0.7	16	CCN(C(=O)c1ccc(Cl)c(S(=O)(=O)Nc2c(C)n(C)n(-c3ccccc3)c2=O)c1)c1ccccc1
0	-2.5	0	117	5	-5	-2	1	-2.3	12	O=C1NC(c2ccccc2O)Nc2ccccc21 (centres undefined)
3	-2.3	-3	nt	-3	-23	0	2	-0.9	12	O=C(CN1CCN(C(=O)C2COc3ccccc3O2)CC1)Nc1ccccc1 (centres undefined)
-2	8.0	15	103	-11	9	-4	-2	-2.4	-37	CCSc1nsc(NC(=O)Nc2cccc(OC)c2)n1
-3	-1.0	7	98	-2	16	-11	1	-1.9	5	CC(C)(C)CC(=O)NCCc1csc(-c2ccccc2)n1
-13	-2.8	nt	97	-7	26	-5	-2	-0.4	14	COc1ccc(C(=O)SC2=NCCS2)cc1OC
0	2.7	0	108	-3	39	-2	1	1.7	-13	Cc1ccc(S(=O)(=O)c2cnc(-c3ccccc3)nc2N2CCN(C)CC2)cc1
-3	-0.9	-2	nt	3	16	3	5	-0.2	5	Cc1cccc(N2CCN(C(=O)c3ccncc3)CC2C)c1 (centres undefined)
3	-5.1	0	97	-5	25	-9	0	-0.1	21	COc1cccc2cc(-c3csc(CCn4nc(C)cc4C)n3)c(=O)oc12
2	6.8	-5	110	-4	3	-9	8	1.2	-38	Cc1ccc(S(=O)(=O)N/N=C/c2ccc(OC3CSC3)cc2)cc1
3	-1.7	-4	119	-8	-7	-7	-2	2.6	9	CN(Cc1ccccc1)c1ncnc2sccc12
-4	-1.1	-1	102	-2	30	-12	-3	0.1	6	Cc1cc(NC(=O)CSCC(=O)N(C)Cc2ccc(F)cc2)no1

3 consecutive compounds out of the list so far:
Keap1-Nrf2 PPI	MOR-DOR ag	Wnt bcat act	DSG3 Ab inh	RTF Ca sens act	Arrestin-AP2 inh	Cardiac RTF inh	V-ATPase pHluor	LANA DNA inh	OPRM1-OPRD1 inv	SMILES
0	-4.1	-2	nt	-5	-17	6	5	0.7	16	CCN(C(=O)c1ccc(Cl)c(S(=O)(=O)Nc2c(C)n(C)n(-c3ccccc3)c2=O)c1)c1ccccc1
0	-2.5	0	117	5	-5	-2	1	-2.3	12	O=C1NC(c2ccccc2O)Nc2ccccc21 (centres undefined)
3	-2.3	-3	nt	-3	-23	0	2	-0.9	12	O=C(CN1CCN(C(=O)C2COc3ccccc3O2)CC1)Nc1ccccc1 (centres undefined)
